Compound activity deposited in PubChem BioAssay by Sanford-Burnham Center for Chemical Genomics.
mIAP inh: mouse IAP inhibition; AID 2806; purified mouse IAP, CDP-Star luminescence, 30 min; 0.2% of 330,000 active; inhibition, % at 10 µM;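 active = inhibition of at least 40% at 10 µM in the primary screen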;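 note: plate controls were DMSO with enzyme for no effect and no enzyme wells for full effect; values of inactives mirror those of a sister screen read the other way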
APOBEC3G inh: blocks human APOBEC3G single-stranded DNA deamination | recombinant A3G, ssDNA deamination FAM/TAMRA fluorescence | 0.28% of 330,000 active | inhibition, % at 20 µM | Q9HC16;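 active = inhibition of at least 40% at 20 µM, with no more than 30% in the related APOBEC3A deaminase screen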;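 note: plate controls were DMSO wells with A3G for no effect and wells lacking A3G enzyme for full effect; some compounds called inactive have numbers as strong as hits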
mIAP activ: mouse IAP activation. 0.24% of 330,000 active. activation factor at 10 µM. muIAP, CDP-Star luminescence, 30 min; active compounds read high; 1 = vehicle-only enzyme signal, 0 = enzyme-free wells. AID 2805;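 active = activation factor of at least 2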; note: the source names both 10 and 20 µM as test concentration; values of inactives mirror those of a sister screen read the other way
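System: mouse IAP enzyme. Reagent: CDP-Star chemiluminescent phosphatase substrate. Benchmarks: DMSO wells, no-enzyme wells. Times: 30 min enzyme-substrate-compound incubation at room temperature. Detection: luminescence from enzymatic CDP-Star hydrolysis. Doses: test compounds delivered from DMSO solution.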
SENP1 inh: inhibitors of human SENP1 SUMO protease catalytic domain; Q9P0U3; recombinant SENP1 catalytic domain, CyPet-SUMO1-YPet FRET cleavage; inhibition, % at 10 µM; 0.21% of 360,000 active; AID 624204;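 active = inhibition at least 30% at 10 µM, raw YFP signal under a set limit, fluorescence ratio 0.5 to 1.5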;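 note: 0% = enzyme with DMSO and 100% = no enzyme wells; some results filed as inactive read as strong as hits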
Target sequence (Q9P0U3 419-644 limits assumed): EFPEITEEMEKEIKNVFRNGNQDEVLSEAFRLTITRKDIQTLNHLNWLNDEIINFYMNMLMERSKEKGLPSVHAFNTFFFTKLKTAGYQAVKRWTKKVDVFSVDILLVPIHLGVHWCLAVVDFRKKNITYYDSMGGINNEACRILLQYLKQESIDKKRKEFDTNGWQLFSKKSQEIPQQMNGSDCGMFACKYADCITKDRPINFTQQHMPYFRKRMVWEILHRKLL
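System: Recombinant human SENP1 catalytic domain, His6-tagged | Incubation: Enzyme reaction for 50 min at room temperature, dark | Medium: Tris pH 8 with BME, BSA, NP40 and catalase | Also added: 25 nM SUMO1 FRET substrate | Compound: 10 µM single point, 0.5% DMSO | Measured by: FRET fluorescence in CFP and YFP emission channels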
NLRP3 yeast inh: NALP3 inhibition in yeast | 0.39% of 330,000 active | inhibition, % at 10 µM | Yeast reconstituted NLRP3/ASC/caspase-1, beta-gal luminescence, 24 h;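 active = inhibition of 50% or more; inactive = inhibition below 50%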;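 note: plate controls were induced DMSO wells for no effect and uninduced yeast grown without galactose for full effect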
hIAP inh: human IAP inhibition; purified IAP, CDP-Star luminescence, 30 min; inhibition, % at 10 µM; 0.12% of 330,000 active; AID 2544;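 active = inhibition reaching a set limit with compound at 10 µM in the primary screen, cut at about 35% in these data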;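 note: plate controls were DMSO wells with enzyme for no effect and no-enzyme buffer wells for full effect; values of inactives mirror those of a sister screen read the other way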
Target sequence (P09923 whole entry, looked up): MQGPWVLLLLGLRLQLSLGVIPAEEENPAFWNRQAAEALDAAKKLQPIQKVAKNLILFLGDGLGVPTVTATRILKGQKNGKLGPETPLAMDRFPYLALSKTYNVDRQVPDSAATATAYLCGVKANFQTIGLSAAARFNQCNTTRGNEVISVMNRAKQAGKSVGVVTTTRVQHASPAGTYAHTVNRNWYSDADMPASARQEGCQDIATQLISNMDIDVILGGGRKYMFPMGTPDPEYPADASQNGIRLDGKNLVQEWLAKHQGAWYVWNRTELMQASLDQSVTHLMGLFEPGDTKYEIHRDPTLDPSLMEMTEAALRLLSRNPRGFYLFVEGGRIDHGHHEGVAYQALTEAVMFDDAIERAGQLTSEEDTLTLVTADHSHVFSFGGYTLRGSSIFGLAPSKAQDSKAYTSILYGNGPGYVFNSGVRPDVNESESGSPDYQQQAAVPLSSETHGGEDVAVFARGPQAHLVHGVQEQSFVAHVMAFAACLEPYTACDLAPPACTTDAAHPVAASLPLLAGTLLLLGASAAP
A3A deaminase: blocks human APOBEC3A ssDNA deamination | recombinant A3A, FAM/TAMRA ssDNA deamination fluorescence | inhibition, % at 20 µM | 0.41% of 330,000 active | AID 493011;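 active = at least 40% inhibition at 20 µM here, with at most 30% in a related deaminase screen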;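 note: plate controls were A3A with DMSO for no effect and wells lacking A3A enzyme for full effect; some results filed as inactive read as strong as hits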
Target sequence (P31941 whole entry, looked up): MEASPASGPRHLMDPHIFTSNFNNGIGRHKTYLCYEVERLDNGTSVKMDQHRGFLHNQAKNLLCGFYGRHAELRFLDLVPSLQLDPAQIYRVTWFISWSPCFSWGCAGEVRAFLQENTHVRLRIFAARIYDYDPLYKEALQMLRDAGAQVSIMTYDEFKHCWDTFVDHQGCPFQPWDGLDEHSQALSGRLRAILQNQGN
beta cell repl: induces beta-cell replication in MIN6 cells. MIN6 cells proliferation, ATPlite luminescence, 48 h; cells starved in 0.2% serum; 100% = growth in 10% serum. proliferation, % at 10 µM. 0.29% of 330,000 active. AID 2380;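 active = compounds whose signal lies at least 3.5 SD above the mean of all wells on their plate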;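 note: 0% = DMSO-treated cells in low-serum medium and 100% = 10% serum control; some compounds called inactive have numbers as strong as hits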
hIAP act: human IAP activation; purified human IAP, CDP-Star luminescence, 30 min; active compounds read high; 1 = vehicle-only enzyme, 0 = enzyme-free background; 0.16% of 330,000 active; P09923; activation factor at 10 µM;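 active = activation factor of the enzyme at least 2-fold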; note: the source names both 10 and 20 µM as test concentration; values of inactives mirror those of a sister screen read the other way
* = called active by the depositor; & = joins results of further samples.

SMILES	mIAP inh	APOBEC3G inh	mIAP activ	SENP1 inh	NLRP3 yeast inh	hIAP inh	A3A deaminase	beta cell repl	hIAP act
COc1ccc(C)cc1NC(=O)c1ccc(NS(=O)(=O)c2cccc3cccnc23)cc1	-1.2	0.7	1.01	1.2	7.1	-17.3	3.9	-2.6	1.17
Cc1cc(C)c(NC(=O)C(C)c2cccc(C(=O)c3ccccc3)c2)c(C)c1 (configuration not stated)	1.7	-1.0	0.983	1.7	20.7	6.6	-70.5	-0.1	0.934
Cn1c2ccccc2c(=O)c2c(=O)n(C3CCCCC3)c(-c3ccco3)nc21	3.2	-6.3	0.968	-5.0	47.5	-1.0	-4.4	-3.3	1.01
Cn1cccc1Cc1nnc(SCC(=O)Nc2cccc(Cl)c2)n1-c1ccc(F)cc1	4.5	-0.2	0.955	-2.0	3.6	10.5	3.4	-0.9	0.895
COc1ccccc1NC(=O)Cn1cc(C(=O)C2CC2)c2ccccc21	7.9	-1.2	0.921	2.3	5.5	-5.0	0.5	-7.0	1.05
CCCCOc1ccc(C2C(C(=O)c3cccs3)=C(O)C(=O)N2CCN2CCOCC2)cc1 (configuration not stated)	-1.2	-1.3	1.01	-1.1	14.2	7.2	-2.3	-2.3	0.928
COc1ccc(C(=O)N/C(=C\c2ccccc2)C(=O)Nc2cccc(C(=O)O)c2)cc1	10.0	-2.6	0.9	-1.9	20.6	5.4	-2.5	-3.3	0.946
CCOc1ccccc1/C=N/Nc1nc(C)cc(=O)[nH]1	0.8	-9.6	0.992	1.2	7.1	3.2	-2.5	-2.0	0.968
COC(=O)c1c(NC(=O)c2ccc(C)cc2)sc(Cc2ccccc2)c1C	7.6	-5.4	0.924	-5.2	11.0	29.8	-4.0	-1.4	0.702
Cc1cccc2cc(COC(=O)C3CCCO3)c(=O)[nH]c12 (configuration not stated)	6.1	-4.6	0.939	-2.8	-6.3	-7.5	-0.3	0.6	1.07
CC(C)[C@H]1COCCS(=O)(=O)N1Cc1ccc(Cl)cc1	2.9	-10.2	0.971	-0.1	18.1	-6.2	-2.5	2.1	1.06
COCCCn1c(=S)[nH]c2ncccc2c1=O	-1.4	-3.1	1.01	1.5	-2.1	15.0	-2.6	-0.6	0.85
CCOC(=O)C1=C(C)NC(=O)NC1c1ccc(OCC(=O)N2CCCCC2)cc1 (configuration not stated)	6.5	-4.0	0.935	1.5	11.6	-10.6	-13.0	4.0	1.11
O=C(C1CCC(N2C(=O)C3CC=CCC3C2=O)CC1)N1CCCCC1 (configuration not stated)	-0.2	-3.1	1	0.6	13.9	-7.8	-2.2	-1.0	1.08
Cn1nc(C(=O)NCC(=O)Nc2ccc(F)c(F)c2F)c2ccccc2c1=O	-2.3	-6.1	1.02	1.1	12.9	-12.2	-2.7	-4.2	1.12
COc1ccc(C2N(C(=O)N3CCOCC3)CCN2S(=O)(=O)c2ccc(C)cc2)cc1 (configuration not stated)	-0.7	-2.8	1.01	1.1	-1.1	-10.9	-1.3	-1.5	1.11
COC(=O)CNC(=O)C(C)(C)Oc1ccc(Cl)cc1	8.2	0.9	0.918	2.5	-0.7	-8.3	2.5	0.0	1.08
O=C(NCc1ccc2c(c1)OCO2)C1CC(=O)N(CCc2ccc(Cl)cc2)C1 (configuration not stated)	6.9	-6.7	0.931	2.2	-1.6	-11.9	-1.6	0.3	1.12
O=C(CSc1nnnn1-c1ccccc1)NCc1cccs1	5.1	-3.2	0.949	1.0	6.2	15.6	2.1	-0.6	0.844
CC(=O)N1CCN(c2ccc(NC(=O)/C=C/c3ccccc3)cc2)CC1	3.3	-5.7	0.967	1.4	19.0	-6.8	-0.8	0.2	1.07
O=C(Cc1csc(NC(=O)c2ccc(F)cc2)n1)NO	4.4	1.9	0.956	-0.6	-4.6	-8.7	0.0	-0.7	1.09
COC(=O)c1cc2c(ccn2-c2ccc(F)cc2)n1CC(=O)N1CCN(C(=O)c2ccco2)CC1	3.5	-2.1	0.965	-1.2	14.7	-1.5	-4.3	-1.1	1.01
O=C(CC(c1ccccc1)c1ccco1)Nc1nccs1 (configuration not stated)	8.8	4.9	0.912	-1.3	-54.4	1.5	0.4	0.1	0.985
COc1ccc(CC(=O)N/N=C/C=C/c2ccc3c(c2)OCO3)cc1OC	-5.4	-3.8	1.05	0.1	-2.0	-5.7	-3.4	7.9	1.06
CC(C)C(=O)Nc1cccc(NC(=S)NC(=O)c2ccc(Cl)cc2)c1	17.2	-6.1	0.828	1.8	7.5	11.4	-3.1	-6.1	0.886
CCN(CC)CCn1c(N)c(S(=O)(=O)c2ccccc2)c2nc3ccccc3nc21	-4.9	-10.1	1.05	-79.9	-0.4	-10.0	2.4	-3.6	1.1
O=c1[nH]nc(Cc2ccc3ccccc3n2)c2ccccc12	-0.9	-3.5	1.01	-0.5	-4.0	-10.4	0.2	-1.8	1.1
CCC1(C)Cc2c(sc3nnn(Cc4ccccc4Cl)c(=O)c23)CO1 (configuration not stated)	22.7	-5.6	0.773	-0.2	-2.9	11.1	1.9	-5.2	0.889
CCNC(=O)C(=O)Nc1ccc2c(c1)N(S(=O)(=O)c1cccs1)CCC2	2.9	-5.6	0.971	1.0	24.1	-0.1	-1.3	1.9	1
CCCc1ccc2oc(C(=O)N3CCNC(=O)C3CC(=O)OC)c(C)c2c1 (configuration not stated)	1.4	-3.3	0.986	0.4	4.0	6.6	-5.0	3.1	0.934
CC(OC(=O)C1CCCO1)C(=O)NC1CCCC1 (configuration not stated)	2.3	-7.6	0.977	1.1	-2.5	5.0	-1.3	-0.1	0.95
COc1ccc(Br)c(/C=N/NC(=O)COc2ccc(-c3ccccc3)cc2)c1	12.8	-3.8	0.872	-0.4	11.5	12.8	-1.9	-2.6	0.872
C=CCSc1ccccc1C(=O)Nc1ncn[nH]1	8.2	-6.2	0.918	0.7	12.3	-17.9	-7.3	-1.8	1.18
CCCCc1ccc(N=N/C(C(=O)Nc2ccccc2OC)=C(/C)O)cc1	13.9	-1.2	0.861	0.8	6.3	5.3	2.8	-3.8	0.947
O=C(CC1OC(=O)c2ccccc21)Nc1cc(Cl)ccc1N1CCCC1 (configuration not stated)	2.9	14.1	0.971	-0.7	19.8	18.8	19.4	-3.0	0.812
O=C(NC1CCCc2ccccc21)C1CCN(S(=O)(=O)c2ccccc2F)CC1 (configuration not stated)	-8.1	-9.9	1.08	-0.3	7.6	-0.2	1.4	-2.8	1
COCCn1c(N)c(NCc2ccccc2)c(=O)[nH]c1=O	-10.5	1.8	1.1	-24.8	17.9	-14.1	0.1	0.7	1.14
FC(c1nc2ccccc2[nH]1)C(F)(F)F (configuration not stated)	-8.1	-1.8	1.08	-2.3	17.6	-14.5	-2.2	0.1	1.15
CN(C)c1ccc(C2N(C(=O)N3CCOCC3)CCN2S(=O)(=O)c2ccccc2)cc1 (configuration not stated)	5.6	-5.5	0.944	1.3	1.4	-17.8	-0.1	0.7	1.18
CNCCCC12CCC(c3ccccc31)c1ccccc12	-2.1&2.2&0.0	-5.2&-3.8&-0.7	1.02&0.978&1	1.4&1.0&1.8	36.3&31.6&28.5	3.2&-27.7&9.9	2.5&-4.4&0.0	-7.2&-7.8&-7.6	0.968&1.28&0.901
O=C(O)c1ccccc1Sc1c([N+](=O)[O-])cc(C(F)(F)F)cc1[N+](=O)[O-]	-11.0	0.1	1.11	-0.6	21.8	0.0	1.2	-4.9	1
CCO/N=C/C1=C(O)C(C(=O)OC)C(C)(C)CC1=O (configuration not stated)	4.7	-11.8	0.953	1.1	3.6	-5.4	1.3	-3.1	1.05
Cc1ccc(CN2CCS(=O)(=O)CC2)o1	-1.0	-11.1	1.01	-0.3	-6.6	12.1	-6.5	0.3	0.879
COc1ccc(CCNC(=O)C(=O)NCC2CCNCC2)cc1OC	-7.0	-7.1	1.07	-3.6	-0.3	8.5	0.2	-3.6	0.915
CC(Oc1ccc2c(-c3ccccc3)cc(=O)oc2c1)C(=O)N1CCOCC1 (configuration not stated)	10.8	-6.2	0.892	-16.7	10.9	0.0	-1.7	-3.2	1
O=S(=O)(c1ccc(Br)cc1)N1CCN(Cc2ccco2)CC1	-2.5	-0.8	1.02	-0.9	23.1	12.1	24.1	4.7	0.879
Cc1cccc(CN2CCN(Cc3nc4c(s3)CCCC4)CC2CCO)n1 (configuration not stated)	-4.6	-4.8	1.05	-6.8	2.0	-12.4	-4.1	-1.2	1.12
COc1cccc(CNC(=O)COc2ccc(C(=O)c3ccccc3)cc2)c1	1.7	-11.7	0.983	1.9	7.9	11.7	-5.3	-1.7	0.883
NC(=O)CC(NC(=O)c1ccc(Br)cc1)c1ccc(N2CCC(Cc3ccccc3)CC2)c([N+](=O)[O-])c1 (configuration not stated)	5.8	-6.8	0.942	5.0	10.2	-0.9	-1.1	-8.8	1.01
COc1ccc(CCC(C)NC(=O)Cc2ccc(OC)c(OC)c2)c(OC)c1 (configuration not stated)	-0.5	2.0	1	-1.1	-1.4	-0.7	2.4	-1.7	1.01
O=C(O)C1CCN(c2ccccc2[N+](=O)[O-])CC1	-3.3	-4.7	1.03	2.2	10.3	2.9	1.1	-3.1	0.971
Cc1ccc2c(C)c(C(=O)Nc3c(C)n(C)n(-c4ccccc4)c3=O)oc2c1	3.3	-7.5	0.967	-0.2	18.7	-23.5	-4.1	1.1	1.24
NN1C(=O)c2cccc3c(C(=O)O)ccc(c23)C1=O	-6.2	-3.2	1.06	0.9	21.1	2.2	1.3	-1.9	0.978
CC(=O)N1CCc2cc(S(=O)(=O)NC(Cc3ccccc3)C(=O)Nc3cc(C)ccn3)ccc21 (configuration not stated)	-12.1	1.8	1.12	-0.7	4.6	4.8	-2.1	-1.8	0.952
CC(OC(=O)CCN=C1NS(=O)(=O)c2ccccc21)C(=O)Nc1ccc(S(N)(=O)=O)cc1 (configuration not stated)	2.6	-10.7	0.974	0.7	-2.1	-6.7	9.4	-0.9	1.07
CCn1cc(C(=O)O)c(=O)c2cc(F)c(N3CCN(C(=S)NC(=O)c4ccc(Br)cc4)CC3)cc21	8.7	-5.4	0.913	-0.6	18.5	-5.3	0.4	-2.8	1.05
COc1ccc(N2C(=O)CC(Sc3nc4ccccc4s3)C2=O)cc1 (configuration not stated)	6.2	1.2	0.938	-0.5	12.3	-7.1	-1.1	-5.5	1.07
O=S(=O)(c1cccs1)N1CCN(CCc2ccccc2)CC1	3.1	-1.7	0.969	3.2	28.5	-40.1	3.1	0.6	1.4

Full records as entered above. Order of screens: mIAP inh, APOBEC3G inh, mIAP activ, SENP1 inh, NLRP3 yeast inh, hIAP inh, A3A deaminase, beta cell repl, hIAP act
Entry for Cc1ccc2c(C)c(C(=O)Nc3c(C)n(C)n(-c4ccccc4)c3=O)oc2c1 → 3.3, -7.5, 0.967, -0.2, 18.7, -23.5, -4.1, 1.1, 1.24
Entry for Cc1cccc(CN2CCN(Cc3nc4c(s3)CCCC4)CC2CCO)n1 (configuration not stated) → -4.6, -4.8, 1.05, -6.8, 2.0, -12.4, -4.1, -1.2, 1.12

An excerpt (hit frequency here may not be typical).
